Screens deposited in PubChem by several laboratories.
PvdQ acylase: blocks Pseudomonas aeruginosa PvdQ acylase activity. purified PvdQ acylase, fluorescence plate reader. inhibition, % at 10 µM. 0.063% of 340,000 active. AID 488965; in the data active means inhibition above about 30%, passing the limit was not always enough;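 further: 0% = vehicle neutral wells and 100% = reference inhibitor wells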
dFosB act: mouse delta FosB homodimer activation; purified delta FosB, TAMRA-CDK5 oligo fluorescence polarization; percent of positive-control signal above neutral wells; AID 493131; activation, % at 25 µM; 0.99% of 340,000 active; P13346;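 active means mean activation above about 17%, with every replicate also reaching it, limit read from the data, passing the limit was not always enough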;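 further: fluorescence polarization rise as delta FosB binds a TAMRA Cdk5 AP-1 oligo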
Rtt109 Vps75: blocks Candida albicans Rtt109/Vps75 acetyltransferase activity | Q5AAJ8 | purified Rtt109/Vps75, ThioGlo CoA-SH fluorescence, 4 h | inhibition, % at 34.9 µM | 0.16% of 330,000 active | AID 540336;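 active means inhibition of at least 50% in every replicate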
Target sequence (Q5AAJ8 whole entry, looked up): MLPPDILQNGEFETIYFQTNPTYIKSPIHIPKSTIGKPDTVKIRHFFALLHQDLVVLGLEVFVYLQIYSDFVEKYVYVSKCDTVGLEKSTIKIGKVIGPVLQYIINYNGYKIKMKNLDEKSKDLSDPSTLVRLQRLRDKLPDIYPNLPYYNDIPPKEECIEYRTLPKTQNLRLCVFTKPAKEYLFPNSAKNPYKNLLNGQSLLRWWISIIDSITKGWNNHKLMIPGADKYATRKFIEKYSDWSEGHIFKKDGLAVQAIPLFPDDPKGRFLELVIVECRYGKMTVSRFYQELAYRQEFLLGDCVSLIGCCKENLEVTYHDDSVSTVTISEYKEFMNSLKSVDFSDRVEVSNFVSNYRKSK
HTR5A ag: HTR5A agonism, opioid heterodimer counter-screen. HTR5A agonist assay, luminescence, cell-based. activation, % at 9.3 µM. 0.61% of 340,000 active. AID 504692; in the data active means activation mostly above about 9.5%, no sharp cut-off; inactive means mostly below about 7.6%;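 further: 0% = cells with vehicle only and 100% = reference agonist; strong numbers were not always called active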
SR-BI DiI-HDL act: activators of SR-BI mediated HDL lipid uptake; CHO ldlA[mSR-BI] cells, DiI-HDL uptake fluorescence, 3 h; 100 = double the neutral-control signal; activation, % at 12.5 µM; 0.096% of 320,000 active; AID 504775;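 active means mean replicate activation of at least 60% and every replicate at or above 60%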;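 further: 0% = median plate neutral-control signal and 100% = twice that signal; values of inactives mirror those of a sister screen read the other way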
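Test system: SR-BI-overexpressing, LDLR-lacking CHO cells; Also added: labelled HDL, 10 µg/mL; Measured by: bottom-read cell fluorescence after medium removal, ex 550/em 595 nm; Timing: 3 h uptake period with compound, 37 °C; Buffer or medium: F12, 0.5% BSA, 25 mM HEPES; Doses: single compound concentration, delivered by pin transfer.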
SR-BI DiI inh: blocks mouse SR-BI lipid uptake from DiI-HDL; ldlA[mSR-BI] CHO cells, DiI-HDL uptake fluorescence, 3 h; inhibition, % at 12.5 µM; Q61009; 0.96% of 320,000 active;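 active means mean replicate inhibition of at least 70% and a set share of replicates each scoring 70 or more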;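 further: 0% = median of neutral control wells and 100% = median of positive control wells; values of inactives mirror those of a sister screen read the other way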
MITF TRPM1 HTS: increases MITF-driven TRPM1 promoter luciferase signal; activation, % at 12.5 µM; 0.75% of 300,000 active; SK-MEL-5 TRPM1-promoter luciferase, 24 h; % of positive control, neutral wells = 0;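 active means mean activation of at least 80% with every replicate also reaching 80%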;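 further: 0% = neutral control wells and 100% = parthenolide positive control wells; values of inactives mirror those of a sister screen read the other way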
CDK5 inh: inhibitors of human CDK5/p35 kinase. 0.01% of 330,000 active. inhibition, % at 10 µM. Recombinant CDK5/p35, ADP-Glo luminescence, 60 min;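 active means highest replicate inhibition of at least 50% and at least 75% of replicates reaching 50%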;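 further: plate controls were DMSO neutral control for no effect and GW8510 at 10 µM for full effect; many of its hits are not listed in these tables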
Target sequence (Q00535 whole entry, looked up): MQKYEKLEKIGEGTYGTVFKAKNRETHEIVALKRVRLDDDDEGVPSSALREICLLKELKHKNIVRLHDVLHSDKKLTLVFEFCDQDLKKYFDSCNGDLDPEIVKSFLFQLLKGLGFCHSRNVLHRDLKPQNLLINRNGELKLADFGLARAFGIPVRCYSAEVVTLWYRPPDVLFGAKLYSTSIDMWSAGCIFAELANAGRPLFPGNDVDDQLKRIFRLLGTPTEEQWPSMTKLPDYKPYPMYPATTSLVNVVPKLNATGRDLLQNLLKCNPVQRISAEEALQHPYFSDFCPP
Target sequence (Q15078 whole entry, looked up): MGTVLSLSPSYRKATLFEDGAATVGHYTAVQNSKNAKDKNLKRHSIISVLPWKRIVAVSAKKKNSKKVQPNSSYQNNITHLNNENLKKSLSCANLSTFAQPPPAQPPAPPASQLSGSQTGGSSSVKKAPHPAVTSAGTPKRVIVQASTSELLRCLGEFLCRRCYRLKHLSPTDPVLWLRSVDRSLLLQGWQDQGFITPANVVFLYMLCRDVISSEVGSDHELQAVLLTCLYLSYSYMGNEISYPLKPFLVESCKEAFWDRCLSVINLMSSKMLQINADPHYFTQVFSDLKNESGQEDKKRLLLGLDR
RTF Ca sens act: increases calcium sensitivity of human cardiac regulated thin filaments | activation, % at 7.2 µM | IANBD-labeled TnC RTF fluorescence at EC20 calcium; 0% EC20 calcium, 100% full calcium | P19429+P45379 | 0.24% of 340,000 active | AID 493008;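 active means activation above the mean over all tested compounds plus 3 SD, cut at about 30% in these data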;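 further: rise in fluorescence read as greater calcium sensitivity of cardiac thin filaments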
Wnt act: activates Wnt/beta-catenin signaling in a reporter cell assay; activation, % at 9.35 µM; 1.2% of 300,000 active; activator, plate reader; in the data active means activation above about 30%, passing the limit was not always enough;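 further: 0% = neutral control wells and 100% = positive control wells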
The depositor's hits bear a star; . = not tested or not shown.

SMILES,PvdQ acylase,dFosB act,Rtt109 Vps75,HTR5A ag,SR-BI DiI-HDL act,SR-BI DiI inh,MITF TRPM1 HTS,CDK5 inh,RTF Ca sens act,Wnt act
CSc1nc(N2CCOCC2)c2ccccc2n1,3,-7,-5,-1,-18,18,-3,-0.6,0,-1
O=C(COc1ccc2ccccc2c1Br)Nc1ccncc1,-9,-4,-4,10,17,-17,40,-2.4,3,4
Cc1ccc(C)c(S(=O)(=O)Nc2ccc3cn[nH]c3c2)c1,4,-5,-3,4,16,-16,-16,0.6,-6,1
Nc1c(C(=O)c2cccs2)sc2nsc(SCCN3CCCCC3)c12,-4,-8,3,1,-3,3,.,-2.5,31*,9
Cc1cccn2cc(CNC(=O)c3ccco3)nc12,-11,5,-3,5,4,-4,7,1.8,6,.
Cc1ccccc1C(=O)Oc1ccccc1N1C(=O)C2CC=CCC2C1=O (stereo not drawn),-16,1,1,-3,29,-29,-13,-2.2,-5,-5
Cc1ccc(C)c(N2CCN(C(=O)CCCn3c(=O)c4cccn4c4cccnc43)CC2)c1,10,-3,14,3,-84,84*,18,0.5,-2,3
CCCC(=O)Nc1nnc(Cc2ccccc2)s1,1,1,-4,2,20,-20,5,0.4,-8,-4
O=C(NCCCN1CCOCC1)c1ccc(-n2nc(C(F)(F)F)cc2-c2cccs2)cc1,-8,-13,.,-3,-38,38,.,-1.2,6,.
CC(C)(C)OC(=O)N1CCC[C@H]1C(=O)N/N=C/c1ccc2ncccc2c1,-20,-3,-8,8,-4,4,-1,-0.4,1,13
COc1ccc(CCNC(=O)CNC(=O)Cn2ccc3ccccc3c2=O)cc1OC,-11,0,-6,0,14,-14,4,0.4,-2,0
Cc1ccnc(NC(=O)CN(C)S(=O)(=O)c2cccc3nsnc23)c1,-12,-4,2,5,0,0,.,-2.7,6,-1
COc1ccc(N2CCN(C(=O)c3cc(-c4cccs4)nc4ccccc34)CC2)cc1,-8,-7,2,8,-28,28,12,1.0,0,-1
CCCNC(=O)c1onc(CSc2nc3ccccc3[nH]2)c1C(=O)NCCC,-15,-16,8,1,2,-2,-9,-1.6,4,-4
CCOC(=O)c1ccc2c(c1)nc(-c1ccccn1)n2CC,-12,-12,-11,1,.,.,64,-0.5,-4,26
Cc1ccc(S(=O)(=O)N2CCC(n3nnc4cc(C)ccc43)CC2)cc1,-13,-15,-8,4,7,-7,-4,-0.6,-3,.
CC(C)N(Cc1nc(-c2ccccc2)no1)C(=O)COc1ccccc1,-13,6,4,-2,9,-9,-5,-1.5,4,-4
O=C(Cc1ccccc1)N/N=C/c1cc(Br)c(Br)o1,10,-5,-2,1,8,-8,28,-1.1,-7,0
CC1CCc2nc(N)c(C#N)c(-c3cccn3C)c2C1 (stereo not drawn),1,-3,0,5,-36,36,3,-0.6,-1,.
COC(=O)[C@@]12CCCN1[C@H](c1ccc(-c3ccc(Cl)c(Cl)c3)cc1)[C@H]1C(=O)N(C)C(=O)[C@H]12,-16,3,-3,6,-42,42,-21,-4.8,6,-7
COc1ccccc1N(C)S(=O)(=O)c1ccc(C(=O)N2CCC2)cc1,-12,5,-2,-5,31,-31,-2,0.5,4,1
Cc1ccc(C(=O)O)cc1S(=O)(=O)N1CCC(C(=O)O)CC1,2,3,10,4,4,-4,-6,-0.2,-6,.
CSc1ccccc1C(=O)NCC(c1ccco1)N1CCCCC1 (stereo not drawn),-19,1,13,6,23,-23,3,1.0,-1,-9
CCC1S/C(=C(\C#N)C(=O)NCc2ccco2)N(c2ccc(F)cc2)C1=O (stereo not drawn),-12,-3,7,2,2,-2,3,0.7,-2,.
CN(c1ncc(C(F)(F)F)cc1Cl)n1cc(C(N)=O)c2ccccc2c1=O,-13,-6,-8,5,3,-3,11,-0.2,-3,.
COc1ccc(C(=O)NC(=S)N2CCN(c3ccccc3OC)CC2)cc1OC,-2,-4,-2,-3,-47,47,-9,-0.2,0,6
O=C(N/N=C/c1cccs1)c1cccnc1,-8,-3,5,.,26,-26,.,-0.2,.,-2
Nc1ccccc1-c1nnn(CC(=O)N2CCCc3ccccc32)n1,-8,-6,-2,4,6,-6,7,-1.8,-5,-2
CCOC(=O)c1cc2c(ccn2C)n1CC(=O)N1CCC(Cc2ccccc2)CC1,-15,-16,8,2,8,-8,-5,-12,0,.
Cc1nc2cc(C(=O)N3CCc4ccccc43)ccc2n1-c1ccc(F)c(F)c1,1,-5,7,10,.,.,1,-1.4,-11,-1

Fetched by structure from the entries so far:
SMILES,PvdQ acylase,dFosB act,Rtt109 Vps75,HTR5A ag,SR-BI DiI-HDL act,SR-BI DiI inh,MITF TRPM1 HTS,CDK5 inh,RTF Ca sens act,Wnt act
CCOC(=O)c1cc2c(ccn2C)n1CC(=O)N1CCC(Cc2ccccc2)CC1,-15,-16,8,2,8,-8,-5,-12,0,.
CCC1S/C(=C(\C#N)C(=O)NCc2ccco2)N(c2ccc(F)cc2)C1=O (stereo not drawn),-12,-3,7,2,2,-2,3,0.7,-2,.

The listing continues:
SMILES,PvdQ acylase,dFosB act,Rtt109 Vps75,HTR5A ag,SR-BI DiI-HDL act,SR-BI DiI inh,MITF TRPM1 HTS,CDK5 inh,RTF Ca sens act,Wnt act
NC(=O)CSc1nnc(Cc2csc(Nc3ccc(F)cc3)n2)n1Cc1ccccc1,-13,-9,5,0,.,.,11,-1.5,-4,.
CCOC(=O)c1sc2nc(SCC(=O)N(CC)CC)n(CCCN3CCCC3=O)c(=O)c2c1C,-8,-4,3,-3,7,-7,6,-1.8,1,10
COCCn1c(SCC(=O)N2CCCCC2)nc2c(c1=O)SCC2,1,3,-5,-3,-7,7,11,-0.2,-1,-2
COc1ccc(CNc2ncnc3cc(Cl)ccc23)cc1OC,-4,-2,-2,-2,13,-13,-6,-1.4,-3,0
Cc1ccccc1-n1c(CSC(=N)N)nc2ccccc2c1=O,-11,2,0,3,13,-13,-11,-0.5,-1,.
CCOC(=O)c1c(C)[nH]c(C)c1C(=O)CN1C(=O)NC(CC(C)C)C1=O (stereo not drawn),-2,4,-2,-2,36,-36,0,0.3,4,.
CCc1ccccc1N(C)S(=O)(=O)c1cc(-c2cc(C)no2)ccc1OC,-11,-14,28,2,-36,36,-13,-0.6,4,-2
COc1ccc(C(=O)Nc2ccc(S(=O)(=O)NCc3ccco3)cc2)cc1OC,5,-5,2,-2,.,.,.,-0.9,1,-2
COc1ccc(N2CCN(C(=O)CN(c3cccc(OC)c3)S(=O)(=O)c3ccccc3)CC2)cc1,-9,-4,2,1,-14,14,8,-0.1,-2,1
OC(COc1ccc(F)cc1)CN1CCN(c2ccccc2F)CC1 (stereo not drawn),3,-1,-1,3,20,-20,8,-0.6,-4,-1
NC(=O)CSc1nnc(SCc2ccc(F)cc2)s1,1,6,-1,3,3,-3,0,-1.4,-4,0
CCC1(C)CC(=O)N(c2ccc(C(=O)O)c(O)c2)C1=O (stereo not drawn),-13,2,-16,-4,29,-29,-4,0.6,-1,.
COc1cc2c(cc1NC(=O)c1cc(-c3ccncc3)nc3ccccc13)oc1ccccc12,-2,11,1,-3,-83,83*,11,1.7,-3,-6
Cc1cc(C(=O)Nc2c(C)cccc2C)n(-c2ccccc2)n1,-16,1,1,-1,0,-1,.,-0.1,2,-3
O=C1c2ccc(-c3ccc(Cl)c(C(F)(F)F)c3)cc2S(=O)(=O)c2cccc(C(=O)N3CCN(c4ccc(Cl)cn4)CC3)c21,7,-3,19,0,-91,91*,-6,0.0,0,-2
Cc1ccccc1OCC(=O)Nc1nnc(C2CCCC2)s1,-12,-6,-3,2,.,14,10,1.9,1,-1
O=C(C(Sc1ccccc1)c1ccccc1)N1CCOCC1 (stereo not drawn),-9,2,1,0,12,-12,-7,-0.5,4,.
Cc1cc(C)n(-c2ccc(C(=O)OCC(=O)Nc3cc(S(C)(=O)=O)ccc3Cl)cc2)n1,-12,-4,-3,-1,-3,3,16,0.6,6,2
Cc1nnc(SCC(=O)c2ccccc2)n1Cc1ccccc1,-3,3,-5,-2,8,-8,-4,0.7,-7,-2
COc1ccc(-c2nn(-c3ccccc3C)cc2CNC(C)c2cn(C)nc2C)cc1F (stereo not drawn),-8,-4,-6,0,-8,8,7,0.8,5,0
Cn1nnnc1SCC(=O)Nc1ccc(N2CCOCC2)cc1,-9,-4,2,-1,4,-4,-4,-4.3,4,1
CCn1cc(C(=O)N2CCCC(C(=O)c3ccc4ccccc4c3)C2)cn1 (stereo not drawn),6,-12,24,4,3,-3,4,-3.4,-2,0
Cc1ccccc1NC(=O)COC(=O)c1cccnc1,-2,-10,-2,-6,3,-3,-10,0.3,1,-2
Cc1nc2ccccc2c2c(N)c3ccccc3n12,-5,-9,-21,-1,6,-6,3,-0.8,1,-2
Cc1ccc(-c2onc3ccc(C(=O)/C=C/N(C)C)cc23)cc1,-12,-13,5,1,-29,29,8,0.9,-4,0
CCOC(=O)[C@H]1[C@H]2COc3ccc(Cl)cc3[C@@H]2N2C(=O)c3ccc(F)cc3NC(=O)[C@@]12C,-11,3,-3,4,15,-15,3,-0.1,-7,0
Cc1cc(F)ccc1S(=O)(=O)N1CCCOC1CNC(=O)C(=O)NCc1cccnc1 (stereo not drawn),-9,3,-5,-4,.,-11,4,-0.9,4,0
CCN(CC)C(=O)C1CCCN(c2ccc([N+](=O)[O-])cc2[N+](=O)[O-])C1 (stereo not drawn),-10,-11,2,2,-3,3,-15,-1.0,5,-1
O=C(C1=C[C@H](c2csc3ccccc23)C[C@H](OCCCCO)O1)N1CCN(Cc2ccc3c(c2)OCO3)CC1,-12,-11,-3,-2,-49,49,-1,1.0,9,-2
COc1ccc(-c2nc(CS(=O)CC(=O)NC3CCCC3)c(C)o2)cc1 (stereo not drawn),-16,-3,1,-2,-10,10,-8,-1.1,7,0
CC(C)(C)NC(=O)Cn1c(SCC(=O)N2CCCCCC2)nc2ccccc21,-10,5,6,.,-28,28,-5,0.5,-2,.
CCC(=O)Nc1nc2ccccc2n1Cc1ccccc1C,1,-9,10,-2,1,-1,-22,-1.5,-6,-4
COc1ccc(CN2CCCCCC2)c(C)c1C,0,-3,11,1,3,-3,-6,-0.8,2,.
CC(Oc1ccccc1F)C(=O)NNC(=O)CC(C)c1ccccc1 (stereo not drawn),-14,3,-1,-2,3,-3,1,0.5,1,-1
C/C(N)=C(/C#N)C(=O)COC(=O)C1CCN(S(=O)(=O)c2cccs2)CC1,-12,-4,-2,-2,8,-8,3,0.2,-6,-3
Cc1cccc(C2NS(=O)(=O)N=C2N)c1 (stereo not drawn),5,7,.,2,-3,3,.,0.0,-3,.
O=C(Nc1ccc(-n2ccc(C(F)(F)F)n2)cc1)Nc1cccc(Cl)c1,2,29*,7,7,-25,25,55,-0.2,-11,14
COc1ccccc1NC(=O)c1ccc(COc2ccccc2Br)o1,4,-5,4,5,.,.,6,2.0,6,2
COc1ccc(CCN(CC(=O)NC2CCCC2)C(=O)Cn2nnc(-c3ccc(C)o3)n2)cc1OC,-15,-9,1,-4,-7,7,-18,0.5,0,0
O=[N+]([O-])c1cc(C(F)(F)F)cc([N+](=O)[O-])c1NCCN1CCNCC1,3,-4,-3,5,12,-12,.,-0.9,-4,0
